uPA generation = qHTS for Inhibitors of Cell Surface uPA Generation; cell surface uPA generation assay, qHTS; Potency, µM (doses to about 38.3 µM), inactives show at the highest dose activity change, negative = inhibition, hits mostly inhibitors; 0.31% of 330,000 active; active = well fitted inhibition curve with a large enough effect; inconclusive = small, poorly fitted or top-dose-only effect; inactive = no such curve, though single readings can be large or run the other way; tested in mouse RAW 264.7 cells; also: potency is read from the fitted curve at half-maximal effect; nearly all actives have a fitted effect of over 55% in size
BCR signal inh = qHTS Assay to Find Inhibitors of Chronic Active B-Cell Receptor Signaling; Potency, µM (titrated, usually from 46.1 µM), without a hit: at the highest dose ratio change, negative = lower green/red ratio, usual class: inhibitors; 0.05% of 340,000 active; ABC-DLBCL IkBa-CBG/CBR reporter, luminescence ratio, 4 h; active = well fitted inhibition curve with a large enough effect in the signal ratio, with a control signal flat, not every such curve was filed as active; inconclusive = small, poorly fitted or top-dose-only effect, or effect the other way, or a change in a side signal; the % refers to the signal ratio;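 also: potency is read from the fitted curve at half-maximal effect; plate controls were basal doxycycline-induced cells for no effect and cells given 10 µM MG132 for full effect; MG132 reads +100%, hits lower the ratio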
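Concentration-response series (up to 46 uM) were applied to TMD8 dual-reporter cells for 4 h at 37C with doxycycline. Green/red ratio, after filter-overlap correction, defined %Activity; red signal alone was normalised to basal cells and zero luminescence.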
Giardia kill = Small Molecules that selectively kill Giardia lamblia: qHTS | Giardia lamblia trophozoite viability | activity change, % at 7.66 µM, hits read low | 0.15% of 340,000 active; in the data active = activity change below about -80%; inconclusive = between about -30% and that limit;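 also: parasites exposed to compound for two days anaerobically before the ATP read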
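Trophozoite viability was measured as ATP-dependent luminescence, read 15-30 min after reagent addition. Before that, parasites at 100 cells/well were exposed to compounds for 48 h, anaerobically, at 37 deg C.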
KCNH2 3.1 inh = qHTS for Inhibitors of KCHN2 3.1: Mutant qHTS | 0.95% of 340,000 active | activity change, % (tested at about 1.8 µM) | Potassium voltage-gated channel subfamily H member 2, brain isoform KCNH2 3.1 (human) | U2OS KCNH2 3.1, thallium flux FluxOr; hits give low values;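 active = maximum activity change below -70%; inconclusive = maximum activity change from -70% to -50%; inactive = maximum activity change above -50%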;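 also: thallium influx rate constant from kinetic fluorescence after stimulation buffer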
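We transduce U2OS cells with the mutant 3.1 virus, culture them overnight, load FluxOr with Red40 quencher for 45 min, then add stimulation buffer and read kinetically for 2 min to derive a normalized rate constant.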
Eya2 inh = qHTS Assay for Inhibitors of the Phosphatase Activity of Eya2. Protein phosphatase EYA2 (Homo sapiens), O00167. recombinant Eya2, OMFP fluorescence dephosphorylation (OMFP is methylfluorescein phosphate). Potency, µM (doses to about 76.9 µM), for the others: at the top dose activity, negative = inhibition, most hits filed as inhibitors. 0.006% of 330,000 active; also: potency is read from the fitted curve at half-maximal effect
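Eya2 protein (added as 0.2 uM solution) was preincubated with compound for 10 min at ambient temperature in 50 mM HEPES pH 7.5, 50 mM NaCl, 5 uM MgCl2, 0.05% BSA, 1 mM DTT. OMFP (added at 50 uM) then reacted 10 min; fluorescence read at 485/525 nm.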
Coupling enz = qHTS Assay for Inhibitors of Fructose-1,6-bisphosphate Aldolase from Giardia Lamblia: Coupling assay counterscreen; 0.67% of 290,000 active; activity change, negative = inhibition, % at 58.2 µM, hits read low; AID 2472, 2010; coupling enzyme system counterscreen, AmpLite Red fluorescence; in the data active = activity change below about -30%
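Final compound at 57.5 uM, incubated 10 min at RT with coupling enzyme reagent (glyceraldehyde-3-phosphate), then 20 min with substrate and AmpLite Red detection. Fluorescence read at 525/598 nm; tests interference with the coupling assay, not aldolase inhibition.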
B2AR arrestin = qHTS assay of beta-arrestin-biased ligands of beta2-adrenergic receptor; beta-arrestin recruitment to beta2AR, cell-based reporter; Potency, µM (titrated, usually from 46.1 µM), for inactives: at the top dose activation, most hits filed as activators; 0.02% of 330,000 active;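 also: potency is read from the fitted curve at half-maximal effect; 0% = DMSO controls and full agonism = EC100 isoproterenol or metaproterenol; nearly all actives have a fitted effect of over 65% in size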
USP2a block = qHTS Assay for Inhibitors of Ubiquitin-specific Protease USP2a Using CHOP2 as the Reporter | USP2 core, Ub-CHOP2 coupled fluorogenic reporter, 485/531 | Ubiquitin carboxyl-terminal hydrolase 2 (Homo sapiens), O75604 | Potency, µM (highest dose often 38.3 µM), inactives show top-dose activity change, negative = inhibition, most hits filed as inhibitors | 0.01% of 330,000 active;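 also: potency is read from the fitted curve at half-maximal effect; plate controls were DMSO wells for no effect and full inhibition by NEM control for full effect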
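Deubiquitinase activity read as fluorescence (485/531 nm) after Ub-CHOP2 cleavage activates the enterokinase reporter on its substrate; USP2 core 10nM, Ub-CHOP2 and substrate 25nM each, 30min compound preincubation then 60min RT; data normalized to NEM, curves fitted.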
PKM2 act = qHTS Assay for Activators of Human Muscle isoform 2 Pyruvate Kinase; Pyruvate kinase PKM (Homo sapiens), P14618; purified PKM2, Kinase-Glo ATP luminescence, activation; response scale: 0% is enzyme alone, no compound; Potency, µM (titrated, usually from 57.5 µM), for the others: at the top dose activation, hits mostly activators; 0.34% of 260,000 active; also: potency is read from the fitted curve at half-maximal effect; nearly all actives have a fitted effect of over 55% in size
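ATP formation by purified human PK-M2, quantified via coupled luciferase luminescence after 1 h at room temperature with 0.1 mM ADP and 0.5 mM PEP final.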
GALK inh = qHTS Assay for Inhibitors of Human Galactokinase (GALK); P51570; 0.007% of 270,000 active; Purified GALK, Kinase-Glo residual ATP luminescence; AID 1868, 2009; Potency, µM (highest dose often 57.5 µM), for the others: at the top dose activity change, negative = inhibition, most hits filed as inhibitors; also: potency is read from the fitted curve at half-maximal effect
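The enzyme phosphorylates galactose (100 uM) using ATP (35 uM); inhibition is detected as higher residual ATP, quantified by bioluminescence after 1 h reaction at room temperature, pH 8.0.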
hERG WT inh = qHTS for Inhibitors of KCHN2 3.1: Wildtype qHTS | U2OS, BacMam KCNH2, thallium flux FluxOr; hits give low values | 0.37% of 340,000 active | Voltage-gated inwardly rectifying potassium channel KCNH2 (Homo sapiens), Q12809 | activity change, % at 1.84 µM | AID 720551, 2013;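 active = maximum activity change below -70%; inconclusive = maximum activity change between -70% and -50%; inactive = maximum activity change above -50%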
Target sequence (Q12809 whole entry, looked up): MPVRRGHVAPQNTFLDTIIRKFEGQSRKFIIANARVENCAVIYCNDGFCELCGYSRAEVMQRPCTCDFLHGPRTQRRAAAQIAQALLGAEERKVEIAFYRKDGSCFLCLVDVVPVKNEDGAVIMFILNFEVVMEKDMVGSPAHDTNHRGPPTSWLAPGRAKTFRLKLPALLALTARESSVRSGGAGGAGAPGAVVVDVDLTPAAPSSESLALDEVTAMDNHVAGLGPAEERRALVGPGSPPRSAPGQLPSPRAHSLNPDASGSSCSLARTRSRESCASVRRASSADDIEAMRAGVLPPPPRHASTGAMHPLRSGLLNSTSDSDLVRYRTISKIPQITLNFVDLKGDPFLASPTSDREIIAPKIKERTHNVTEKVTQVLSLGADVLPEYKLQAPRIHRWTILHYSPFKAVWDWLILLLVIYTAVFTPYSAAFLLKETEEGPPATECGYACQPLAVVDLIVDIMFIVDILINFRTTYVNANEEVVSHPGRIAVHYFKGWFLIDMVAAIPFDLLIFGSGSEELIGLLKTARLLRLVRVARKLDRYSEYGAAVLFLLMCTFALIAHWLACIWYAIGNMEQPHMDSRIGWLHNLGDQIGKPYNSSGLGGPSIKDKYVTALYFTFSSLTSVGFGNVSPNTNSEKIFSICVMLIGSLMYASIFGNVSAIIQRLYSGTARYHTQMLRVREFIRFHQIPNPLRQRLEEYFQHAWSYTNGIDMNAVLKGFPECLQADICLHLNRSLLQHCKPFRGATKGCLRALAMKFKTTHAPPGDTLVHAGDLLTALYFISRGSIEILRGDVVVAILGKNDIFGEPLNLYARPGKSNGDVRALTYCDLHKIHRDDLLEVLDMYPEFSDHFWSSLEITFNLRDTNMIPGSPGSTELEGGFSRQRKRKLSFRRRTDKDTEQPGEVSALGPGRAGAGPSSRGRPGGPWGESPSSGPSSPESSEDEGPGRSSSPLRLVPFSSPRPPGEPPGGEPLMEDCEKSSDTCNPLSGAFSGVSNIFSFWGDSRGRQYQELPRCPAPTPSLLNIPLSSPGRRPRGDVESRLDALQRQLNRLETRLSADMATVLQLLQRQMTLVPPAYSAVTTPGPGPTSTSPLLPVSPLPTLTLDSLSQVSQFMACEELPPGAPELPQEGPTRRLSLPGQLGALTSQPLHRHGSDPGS
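U2OS cells were transduced with wild-type KCNH2 virus (2.03 x 10^8 / mL) for 4 h at room temperature, then cultured overnight at 37 C. Thallium flux was read with FluxOr dye. Rate constants were normalized to DMSO controls.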
* = called active by the depositor; ? = inconclusive; . = no result given; ! = not active in a repeat; [ ] = dose if it differs, or a comment. Unless noted, calls follow the shape of the dose curve; as a rule, active = well fitted curve in the direction sought with a large enough effect; inconclusive = small, poorly fitted or top-dose-only effect, or another doubt; inactive = no such curve, though single readings can be large; an effect the other way counts as inactive or inconclusive. Unless noted, % is scaled to controls: 0 for no effect and ±100 for the full control effect.

Under each structure: uPA generation	BCR signal inh	Giardia kill	KCNH2 3.1 inh	Eya2 inh	Coupling enz	B2AR arrestin	USP2a block	PKM2 act	GALK inh	hERG WT inh
- O=S1(=O)CC(O)C(N2CCC(c3ccccc3)CC2)C1 (stereo not given)
  -2%	-3%	5	2	6%	-1	-0.8%	1%	7%	1%	-2
- CCN(CC)S(=O)(=O)c1ccc2c(c1)nc(SCc1nc3ccsc3c(=O)[nH]1)n2CC
  3%	?	5	-2	24%	6	-0.1%	1%	13µM*	-2%	14
- COc1cc2c(=O)n(Cc3ccco3)c(=O)n(CC(=O)c3cccc(Br)c3)c2cc1OC
  9%	?	16	-4	4%	1	-0.6%	2%	6%	-2%	0
- COC(=O)COc1ccc2occ(C(C)=O)c2c1
  -4%	1%	-8	5	13%	-6	-1.2%	1%	-6%	5%	-8
- COc1ccc(CC(=O)OCC(=O)NCc2ccccc2Cl)cc1OC
  -9%	1%	-17	3	6%	0	0.3%	0%	0%	1%	-15
- CS(=O)(=O)C1=NSC2=NC(=O)/C(=C\c3ccc(OC(=O)c4ccco4)cc3)C(=N)N21
  .	-1%	.	.	3%	11	0.2%	0%	.	-20%	.
- CC(C)Oc1ccc(C(=O)Nc2ccc3c(c2)n(C)c(=O)n3C)cc1
  -5%	?	-5	11	-1%	3	0.5%	-1%	4%	4%	12
- COc1ccc(N2CC(C(=O)N/N=C/c3ccccc3)CC2=O)cc1 (stereo not given)
  1%	0%	-5	-5	8%	3	-0.7%	1%	1%	1%	-8
- CN1/C(=C\C(=O)CN2C(=O)NC3(CCCCCC3)C2=O)C(C)(C)c2ccccc21
  -5%	?	-6	-18	3%	2	-0.8%	1%	3%	0%	-11
- CCCCNC(=O)COC(=O)c1ccc(NC(C)=O)cc1
  0%	0%	2	16	9%	0	-0.1%	-2%	0%	13%	-6
- CCc1cccc2c(-c3csc(=NC)n3C)c[nH]c12
  -2%	?	-13	9	-6%	-8	-1.6%	-1%	-10%	1%	20
- CCOCCCNC(=O)c1cn(CC)c2ccc(S(=O)(=O)N3CCOCC3)cc2c1=O
  9%	2%	-6	-11	2%	.	0.2%	4%	.	-7%	9
- C/C(=N\Nc1cc(N2CCCCC2)nc(C)n1)c1ccc(Br)cc1
  ?	?	?	-42	3%	-1	0.1%	0%	-1%[11.5 µM]	-10%	6
- O=C(NC(=S)Nc1ccc(S(=O)(=O)Nc2nccs2)cc1)c1ccccc1
  -1%	?	-11	-22	-6%	5	-0.1%	-1%	8%	1%	-1
- C=CCn1c(=O)c2ccccc2n2c(SCc3nnc(-c4ccccc4Br)o3)nnc12
  2%	6%	-8	7	1%	4	0.1%	1%	-5%	1%	-16
- CCOc1ccc2c(c1)nc(SCC(=O)c1cccs1)n2C
  -6%	-15%	8	-4	10%	-8	0.3%	-1%	14%	-3%	-7
- Cc1cccc(NC(=O)c2sc3nc(N4CCOCC4)c4c(c3c2N)CCCC4)c1
  -18%	-6%	-17	17	4%	.	-0.1%	1%	.	0%	24
- O=C(COc1ccc(S(=O)(=O)NCc2ccccc2)cc1Cl)NCc1ccncc1
  -1%	1%	3	0	2%	0	-0.1%	0%	10%	16%	-8
- COc1ccc2cc(C(=O)C3CCCN(Cc4cnc(C)s4)C3)ccc2c1 (stereo not given)
  1%	?	63[activator]	20	6%	-9	0.1%	-1%	26%	5%	19
- O=c1[nH]c(=O)n(Cc2ccco2)c2c1C(C(F)(F)F)(C(F)(F)F)N=C(c1ccco1)N2
  -7%	?	-13	2	2%	4	-0.1%	1%	4%	1%	5
- Cc1ccc(-c2noc(C3CCCN(S(=O)(=O)c4ccc5ccccc5c4)C3)n2)o1 (stereo not given)
  9%	?	9	3	5%	-2	0.0%	3%	9%	-1%	21
- O=C1c2ccccc2C(=O)N1CCOc1ccc(F)cc1
  -23%	?	0	-11	-20%	2	3.7%	0%	-2%	0%	13
- COc1ccc([N+](=O)[O-])cc1NC(=O)C1C2C=CC(C2)C1C(=O)O (stereo not given)
  2%	1%	-14	-4	0%	-3	0.2%	1%	.	3%	-4
- CN(C)/C=C(\C#N)C(=O)c1cccc(Oc2ccc(Br)cc2)c1
  -1%	?	-10	23	3%	6	-0.2%	1%	-2%	2%	-1
- CN(CC(=O)Nc1ccccc1Cl)C(=O)CCc1nc2ccccc2c(=O)[nH]1
  6%	0%	1	30	-16%	.	0.1%	-3%	.	.	-3
- COCC(=O)Nc1cc(C)cn(Cc2c(F)cccc2Cl)c1=O
  4%	.	-6	-2	-16%	-1	0.3%	-1%	4%	-9%	-12
- Cc1cc(=O)oc2cc(NC(=S)NNC(=O)c3c(Cl)cnn3C)ccc12
  ?	?	-3	3	-6%	.	-0.1%	0%	2%	-1%	-5
- c1ccc(CNc2nc(-c3ccccc3)nc3ccccc23)cc1
  2%	3%	9	-2	-6%	0	-1.2%	-9%	2%	1%	20
- CSc1nsc(/C=C/Nc2ccc(Cl)cc2)c1C#N
  -15%	1%	-14	-11	-16%	-9	-0.5%	4%	0%	-3%	11
- COC(=O)CCC(=O)OC1(C)C(=O)C=C2C=C(C3CC3)N(C3CC3)C=C2C1=O (stereo not given)
  10%	-1%	-2	-11	0%	-47*!	0.3%	11%	-8%[11.5 µM]	0%	4
- C=CCNC(=S)Nc1sc2c(c1C(=O)OCC)CC(C(C)C)OC2 (stereo not given)
  -7%	4%	5	6	1%	-2	0.3%	1%	-6%	-1%	-21
- O=C(NCCN1CCOCC1)C1CCC(CNS(=O)(=O)c2ccc(Cl)cc2)CC1 (stereo not given)
  9%	17%	-14	-3	-9%	1	0.1%	1%	0%	-2%	-1
- CCOC(=O)Cc1csc(NC(=O)COc2ccccc2OC)n1
  10%	?	-14	0	-4%	-1	0.4%	-1%	1%	5%	-6
- Cc1cc(-c2c(C)[nH]n(-c3ccc(Cl)cc3)c2=O)n[nH]1
  -7%	-3%	-19	6	4%	-22	-1.1%	0%	2%	-2%	-7
- CCN(c1nc(N)c(C(=O)N=C(N)N)nc1Cl)C(C)C
  ?	.	2	-4	-7%	.	.	.	.	.	5
- O=C(NC(=S)Nc1ccc(F)c([N+](=O)[O-])c1)c1ccccc1F
  -8%	?	-1	0	-6%	-2	0.2%	2%	2%	-2%	-7
- CN(Cc1ccccc1)C(=O)C(=O)c1cn(CC(=O)N2CCCC2)c2ccccc12
  -3%	0%	7	-6	2%	.	-0.1%	3%	-1%	-2%	-20
- CN(C)S(=O)(=O)c1cccc(C(=O)NCCc2ccccc2)c1
  -5%	-2%	-14	-10	5%	0	-0.1%	0%	-30%	-3%	-6
- COc1ccc(-c2cc(=O)oc3c(C)c(OC(C)C(=O)NCc4ccccn4)ccc23)cc1 (stereo not given)
  10%	-1%	-17	17	-6%	1	0.1%	0%	5%	.	-8
- CCOC(=O)c1c(NC(=O)CSc2nnc(-c3cccnc3)o2)sc(C)c1C
  -1%	4%	-7	-4	-2%	4	0.1%	1%	3%	-5%	-32
- Cc1c(CC(=O)NCC(=O)NCC(=O)O)c(=O)oc2c(C)c3oc4c(c3cc12)CCCC4
  1%	?	15	11	10%	1	-0.4%	2%	.	-1%	-6
- Cn1cc(/C=C2\SC(=S)N(N3CCOCC3)C2=O)c2ccccc21
  -1%	-8%	22	1	6%	0	-0.1%	1%	-5%	1%	15
- CCOc1ccc(CCNS(=O)(=O)c2cnc[nH]2)cc1OCC
  -13%	-4%	0	11	-24%	-1	-0.1%	-3%	6%	-1%	-3
- O=S(=O)(Nc1cccnc1Cl)c1ccc(-c2ccccc2)cc1
  1%	0%	11	-2	-4%	11	0.0%	-1%	5%	4%	6
- Cc1ccc(SCC(=O)NC(=O)NC2CCCC2)c(C)c1
  2%	5%	-23	13	-19%	.	5.5%	2%	.	.	1
- CCOCc1c(C(=O)NCc2ccccc2CN2CCCC2)oc2ccccc12
  14%	?	7	-4	9%	.	0.3%	1%	.	.	8
- Cc1nc(-c2noc(-c3ccc(Cl)cc3)n2)c(C(F)(F)F)o1
  3%	?	4	7	-22%	4	0.9%	0%	6%	1%	11

Source: PubChem (National Center for Advancing Translational Sciences (NCATS))
